Screening results: PubChem BioAssay, National Center for Advancing Translational Sciences (NCATS)
GAA inh: qHTS Assay for Inhibitors of Human alpha-Glucosidase as a Potential Chaperone Treatment of Pompe Disease; Lysosomal alpha-glucosidase (Homo sapiens), P10253; purified human GAA, 4-MU-alpha-glucoside fluorescence; Potency, µM (highest dose often 76.9 µM), inactives show at the top dose activity change, negative = inhibition, actives largely listed as inhibitors; hit rate 0.005% among 200,000; AID 1466, 2008;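 also: plate controls were uninhibited enzyme wells for no effect and no-enzyme background for full effect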
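AC50 values come from Hill fits of compound titrations (up to 77 uM) against 4 nM human enzyme. Substrate 4-methylumbelliferyl-alpha-D-pyranoside at 400 uM, pH 5.0 citrate buffer, 20 min room temperature; fluorescence Ex 365/Em 440 after alkaline stop.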
aGlu spleen mod: qHTS Assay for Inhibitors and Activators of Human alpha-Glucosidase From Spleen Homogenate | human spleen homogenate, 4-MU-alpha-glucoside fluorescence | hit rate 0.006% among 240,000 | Lysosomal alpha-glucosidase (Homo sapiens), P10253 | Potency, µM (top dose mostly 79.9 µM), for the others: top-dose activity change, negative = inhibition, hits mostly inhibitors;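 also: 0% = enzyme with vehicle and -100% = no enzyme basal signal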
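Compounds were titrated against alpha-glucosidase in spleen homogenate at pH 5.0, with 1 mM 4-methylumbelliferyl substrate for 40 min at 37 C. Reactions were quenched with pH 10 NaOH/glycine and fluorescence measured.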
RGS12 GoLoco inh: qHTS Assay for Inhibitors of RGS12 GoLoco Motif Activity (Red Fluorophore); Guanine nucleotide-binding protein G(i) subunit alpha-1 (Homo sapiens), P63096; Gai1:RGS12 GoLoco peptide FP, rhodamine, 10 min; Potency, µM (series often up to 61.6 µM), for inactives: at the highest dose activity, negative = inhibition, actives largely listed as inhibitors; hit rate 0.44% among 230,000; AID 880, 2007; active = well fitted inhibition curve with a large enough effect, not every such curve was filed as active; inactive = no such curve, though single readings can be large or run the other way; also: % is scaled to controls: 0 for no effect and ±100 for the full control effect; nearly all actives have a fitted effect of over 30% in size; many of its hits are not listed in these tables
Target sequence (P63096 whole entry, looked up): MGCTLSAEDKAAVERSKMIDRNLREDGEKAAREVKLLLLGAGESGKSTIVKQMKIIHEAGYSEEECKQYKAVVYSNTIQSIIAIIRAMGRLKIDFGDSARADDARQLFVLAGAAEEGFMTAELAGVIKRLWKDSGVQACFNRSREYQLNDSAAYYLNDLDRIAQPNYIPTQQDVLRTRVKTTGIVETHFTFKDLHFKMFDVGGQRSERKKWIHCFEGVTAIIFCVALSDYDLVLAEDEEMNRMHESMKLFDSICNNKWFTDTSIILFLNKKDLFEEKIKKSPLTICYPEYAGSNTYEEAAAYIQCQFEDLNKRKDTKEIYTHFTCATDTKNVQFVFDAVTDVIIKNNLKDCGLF
IMPase Li cell: qHTS Assay for Identifying the Cell-Membrane Permeable IMPase Inhibitors: Potentiation with Lithium. CHO-M1 cells, IP1 TR-FRET (IP-One), carbachol + lithium. Potency, µM (titrated, usually from 59.4 µM), for inactives: at the top dose activity, negative = IMPase inhibition, hits mostly inhibitors. hit rate 0.35% among 210,000. AID 1457, 2008;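 also: IP1 builds up when IMPase is blocked and the TR-FRET signal falls; plate controls were basal vehicle for no effect and high inhibitor control for full effect; nearly all actives have a fitted effect of over 50% in size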
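Test compounds were applied to CHO-M1 cells previously cultured for 16–30 h at 2000 per well. A small lithium amount accompanied them; after 30 min at 37C, IP1 was quantified by TR-FRET.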
HTT ATP protect: qHTS Multiplex Assay to Identify Dual Action Probes in a Cell Model of Huntington: Cytoprotection (ATP); PC12 HTT-Q103 induced, cytoprotection, ATP luminescence, 40 h; Potency, µM (highest dose often 56.4 µM), without a hit: cytoprotection (ATP increase), usual class: activators; hit rate 0.14% among 230,000; AID 1471, 2008;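 also: % of control where 0% means no effect; nearly all actives have a fitted effect of over 45% in size; toxic huntingtin expression switched on by the ecdysone agonist tebufenozide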
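Compounds added alongside 100 nM tebufenozide, which induces toxic Q103 huntingtin exon 1-GFP in stable PC12 cells; surviving cells quantified by luminescent ATP measurement. Medium: phenol red-free DMEM, 5% equine and 5% calf serum.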
GAA glycogen mod: qHTS Assay for Inhibitors and Activators of Human alpha-Glucosidase Cleavage of Glycogen. Lysosomal alpha-glucosidase (Homo sapiens), P10253. hit rate 0.38% among 300,000. recombinant GAA, glycogen substrate, Amplex Red glucose oxidase fluorescence. Potency, µM (highest dose often 76.4 µM), without a hit: top-dose activity change, negative = inhibition, most hits filed as inhibitors;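 also: 0% = full enzyme reaction and -100% = no-enzyme basal signal; the screen sought inhibitors and activators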
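qHTS, 1536-well; enzyme 4 nM final; cpd up to 77 uM; substrate bovine liver glycogen 30 ug; 50 mM citrate/phosphate pH 5.0, 0.01% Tween-20; 37 C, 40 min; Amplex Red detection 45 min RT; Hill fit → AC50.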
HttQ103 aggreg: qHTS Multiplex Assay to Identify Dual Action Probes in a Cell Model of Huntington: Aggregate Formation (GFP). hit rate 1.1% among 220,000. PC12 HttQ103-GFP aggregates, Acumen cytometry, 40 h. Potency, µM (titrated, usually from 46.1 µM), inactives show at the top dose activity change, negative = inhibition, hits mostly inhibitors; also: % is scaled to controls: 0 for no effect and ±100 for the full control effect; nearly all actives have a fitted effect of over 60% in size
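PC12 cells stably carrying ecdysone-inducible HTT exon 1 Q103–GFP were induced with tebufenozide (100 nM final) and treated with library compounds in titration. GFP aggregates in lysates were counted by laser scanning cytometry.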
* marks the source's active call; other numbers are inactive results; u = inconclusive; x = no result given; [ ] = another dose, or the depositor's remark. Unless noted, calls follow the shape of the dose curve; as a rule, active = well fitted curve in the direction sought with a large enough effect; inconclusive = small, poorly fitted or top-dose-only effect, or another doubt; inactive = no such curve, though single readings can be large; an effect the other way counts as inactive or inconclusive. Potency is read from the fitted curve at half-maximal effect. A portion of the library; count on the stated rates, not on these rows.

Every second line gives: GAA inh, aGlu spleen mod, RGS12 GoLoco inh, IMPase Li cell, HTT ATP protect, GAA glycogen mod, HttQ103 aggreg
> N#Cc1nc(-c2ccco2)oc1N1CCN(C(c2ccccc2)c2ccccc2)CC1
    -3%, 4%, 15%, 33%[activator][38.3 µM], 16%, 1%, -18%
> CC(=O)c1ccc(-c2ccc(C(=O)N3CCN(c4ccc(F)cc4)CC3)o2)cc1
    -3%, 1%, 12%, 10%, -33%[inhibitor], -8%, -13%
> CCCn1c(SCC(=O)N2CCCC(C)C2)nnc1-c1ccccn1 (stereo not drawn)
    10%, -5%, 2%, 4%, u, 22%, 41%[9.22 µM]
> CC1(C)[C@H]2CC=C(CN3CCC(N4CCC(C(=O)N5CCCC5)CC4)CC3)[C@@H]1C2
    12%, -4%, 20%, 28%, 12%[10 µM], 8%, -13%[9.22 µM]
> Cc1cc(Cl)c(S(=O)(=O)N2CCCCCC2)cc1OCC(N)=O
    -13%, -10%, -2%, 24%[38.3 µM], -17%, -3%, -6%
> COc1ccc(N2CCN(C(=O)CN(C3CCCCC3)S(C)(=O)=O)CC2)cc1
    9%, 5%, 0%, 6%, 12%[10 µM], 10%, 5%[9.22 µM]
> Cc1cc(NCc2ccc(F)cc2Cl)n2nnnc2n1
    0%, 5%, 8%, 3%[38.3 µM], -2%, -13%, -9%
> CC(/C=C/c1ccccc1)=N\NC(=O)c1ccc(Br)cc1
    0%, 2%, 4%, -12%, -13%, 1%, -18%
> O=C(CNc1cccc2ccccc12)N/N=C/c1cccc(Oc2ccccc2)c1
    u, 2%, -4%, 7%, 13%[10 µM], -3%, 2%
> Cc1oc(C(C)(C)C)cc1C(=O)Nc1ccc(N2CCOCC2)cc1
    x, 1%, 11%, x, -4%[10 µM], -5%, 5%[9.22 µM]

3 compounds already listed, ordered by the number in GAA inh, high to low.
molecule,GAA inh,aGlu spleen mod,RGS12 GoLoco inh,IMPase Li cell,GAA glycogen mod,HttQ103 aggreg
COc1ccc(N2CCN(C(=O)CN(C3CCCCC3)S(C)(=O)=O)CC2)cc1,9%,5%,0%,6%,10%,5%[9.22 µM]
CC(/C=C/c1ccccc1)=N\NC(=O)c1ccc(Br)cc1,0%,2%,4%,-12%,1%,-18%
N#Cc1nc(-c2ccco2)oc1N1CCN(C(c2ccccc2)c2ccccc2)CC1,-3%,4%,15%,33%[activator][38.3 µM],1%,-18%

Following part:
Every second line gives: GAA inh, aGlu spleen mod, RGS12 GoLoco inh, IMPase Li cell, HTT ATP protect, GAA glycogen mod, HttQ103 aggreg
> Cc1cc(SCC(=O)OCC(=O)NC(C)c2ccccc2)c(C)cc1Br (stereo not drawn)
    -4%, 4%, -1%, -4%, 16%[10 µM], 0%, 20%
> Cc1cccc(NC(=S)NCc2ccc3c(c2)OCO3)c1
    -7%, -7%, 8%, -5%, 33%[10 µM], -4%, 5%
> O=S(=O)(c1ccc(NC(=S)N/N=C/c2ccc(Oc3ccccc3)cc2)cc1)N1CCOCC1
    1%, -3%, 2%, 7%, -10%[10 µM], -15%, 13%
> CCc1ccc(NC(=O)C2CCCN(S(C)(=O)=O)C2)cc1 (stereo not drawn)
    0%, -6%, 11%, 2%, -52%[inhibitor], 8%, -11%
> Cc1ccc(-n2cc(CN3CCN(Cc4nccn4C)CC3)c(-c3ccc(F)cc3)n2)cc1
    0%, 3%, 6%, 7%, -9%[10 µM], -5%, -4%[9.22 µM]
> CN1C(C(=O)NCc2ccco2)CC2Cn3c(nc4cc(Cl)c(Cl)cc43)C21 (stereo not drawn)
    x, -12%, 4%, x, 18%[10 µM], 3%, 1%[9.22 µM]
> CCCNc1ncccc1C(N)=O
    -1%, 4%, -5%, -11%[38.3 µM], -7%, -8%, -10%
> Nc1nncn1C(=O)CCCOc1ccccc1
    -12%, -5%, 2%, 9%[38.3 µM], 4%, 11%, 22%
> COc1cccc(Cn2c(=O)c(-c3cccc(C#N)c3)nc3cnc(Nc4ccccc4)nc32)c1
    x, 4%, 77%[activator], -15%, -304%[inhibitor], x, x
> S=C(NCc1ccco1)N/N=C/c1ccc(Cl)cc1
    -2%, -12%, -4%, -6%, x, 11%, 15%

An excerpt from above, limited to RGS12 GoLoco inh and HttQ103 aggreg.
molecule	RGS12 GoLoco inh	HttQ103 aggreg
Cc1ccc(-n2cc(CN3CCN(Cc4nccn4C)CC3)c(-c3ccc(F)cc3)n2)cc1	6%	-4%[9.22 µM]
CN1C(C(=O)NCc2ccco2)CC2Cn3c(nc4cc(Cl)c(Cl)cc43)C21 (stereo not drawn)	4%	1%[9.22 µM]
CCCNc1ncccc1C(N)=O	-5%	-10%
Nc1nncn1C(=O)CCCOc1ccccc1	2%	22%
COc1cccc(Cn2c(=O)c(-c3cccc(C#N)c3)nc3cnc(Nc4ccccc4)nc32)c1	77%[activator]	x

A different layout for some results above.
canonical_smiles,GAA inh,aGlu spleen mod,RGS12 GoLoco inh,IMPase Li cell,HTT ATP protect,GAA glycogen mod,HttQ103 aggreg
Nc1nncn1C(=O)CCCOc1ccccc1,-12%,-5%,2%,9%[38.3 µM],4%,11%,22%
Cc1cc(SCC(=O)OCC(=O)NC(C)c2ccccc2)c(C)cc1Br (stereo not drawn),-4%,4%,-1%,-4%,16%[10 µM],0%,20%

Next results.
Every second line gives: GAA inh, aGlu spleen mod, RGS12 GoLoco inh, IMPase Li cell, HTT ATP protect, GAA glycogen mod, HttQ103 aggreg
> O=C(NCCCN1CCOCC1)C1CCC(=O)N1C1CCCCC1 (stereo not drawn)
    -14%, 1%, 4%, 14%[38.3 µM], 3%[10 µM], 1%, -1%
> CCC1=C(C[C@H]2NCCc3ccccc32)C[C@@H]2c3cc(OC)c(OC)cc3CCN2C1
    x, x, 1%[14.2 µM], -6%, -49%[inhibitor][10 µM], x, x
> CCOC(=O)C1(C)C=C(Nc2ccc(C)cc2)C(=O)N1c1ccc(C)cc1 (stereo not drawn)
    4%, 0%, -11%, -6%, -26%, 4%, 0%
> CC(=O)c1ccc(NC(=S)Nc2ccn(Cc3ccc(Br)cc3)n2)cc1
    -1%, 5%, 6%, 11%, u, 0%, 7%
> CN(C)c1ccc(CN2CCCC(O)C2)cc1 (stereo not drawn)
    -3%, 0%, -1%, -10%[38.3 µM], 3%, -16%, 6%
> Cc1onc(-c2c(Cl)cccc2Cl)c1C(=O)N1CCSCC1
    -5%, 6%, -4%, x, 14%[10 µM], -10%, 1%[9.22 µM]
> COc1ccccc1Nc1nnc(SCC(=O)c2cc(C)n(CC3CCCO3)c2C)s1 (stereo not drawn)
    -8%, -21%, 5%, 14%[38.3 µM], -32%, 1%, -18%
> Cc1ccccc1-c1noc(-c2ccccc2C(=O)NCC2CCCO2)n1 (stereo not drawn)
    x, -4%, 11%, x, -9%[10 µM], -9%, -7%[9.22 µM]
> O=C(C1CCN(S(=O)(=O)c2cccc3cccnc23)CC1)N1CCN(c2ccccn2)CC1
    2%, 0%, 3%, -1%[38.3 µM], 5%, -1%, -4%
> Cc1ccc(C)c(CN2C(=O)C3CCCN3c3ccc(C#N)cc32)c1 (stereo not drawn)
    1%, -10%, 33%[activator], 2%[38.3 µM], -11%, u, 2%
> COc1ccc(NC(=O)Nc2ccccc2C(=O)N2CCCC2)cc1
    -6%, -6%, -1%, 29%[38.3 µM], -8%, -7%, 1%
> COc1cccc(CC2(CO)CCN(C(=O)NCCc3ccccc3)CC2)c1
    4%, -3%, 2%, 6%, -5%[10 µM], 19%, -18%[9.22 µM]
> CCOC(=O)/C=C1\NC(C)(C)Cc2cc(OC)c(O)cc21
    -20%, -16%, 9%, 6%[38.3 µM], -31%, u, 26%
> O=C(c1cc(Cl)ccc1[N+](=O)[O-])n1cnc2ccccc21
    -1%, -4%, 4%, -5%, x, -11%, 13%
> Cc1cc(C)c2c(c1)/C(=N\N=c1\sc3ccccc3n1C)C(=O)N2
    x, -2%, 16%, x, -3%[10 µM], 7%, -3%[9.22 µM]
> O=[N+]([O-])c1cc([N+](=O)[O-])c2cccnc2c1Oc1ccccc1O
    -6%, 3%, x, x, -21%[10 µM], u, u
> Cc1sc2nc(SCC(=O)NCc3ccco3)[nH]c(=O)c2c1C
    1%, 2%, -2%, 7%[38.3 µM], 16%[10 µM], 2%, 17%
> COc1ccc(C(=O)CSc2nnc(CN3CCCCC3)n2-c2ccc(F)cc2)cc1
    2%, -2%, 3%, 1%, -20%[10 µM], 0%, 0%
> Cc1c(Cl)cnc(NC(=O)COC(=O)c2cccc(S(=O)(=O)N3CCc4ccccc4C3)c2)c1Cl
    -9%, 2%, 43%[activator], -1%, x, -2%, -6%
> CC1CCCCN1S(=O)(=O)c1coc(C(N)=O)c1 (stereo not drawn)
    3%[15.4 µM], -2%, -14%, 6%[38.3 µM], -1%, 5%, -20%
> O=C(c1ccc(F)cc1)N1CCN=C1c1ccccc1
    6%, -2%, 2%, 5%, x, -6%, 4%
> COc1ccc(CN(C(=O)Cc2cccs2)C(C(=O)NC2CCCC2)c2ccncc2)cc1 (stereo not drawn)
    -4%, -7%, 3%, 8%[38.3 µM], -7%, -17%, 2%
> CC(C)c1nc(N2CCCC2)c(C#N)c2c1CCCC2
    u, 0%, 19%, 9%[38.3 µM], -6%, 5%, u
> C=CCn1c(SC2CCOC2=O)nc2sc(CC)cc2c1=O (stereo not drawn)
    6%, 9%, x, x, -2%, -2%, 9%
> CC1(C)C2CCC1(C)C(OCC[N+](C)(C)CC(=O)OC1CCCCC1)C2 (stereo not drawn)
    14%[15.4 µM], 3%, 7%, 9%, -38%[10 µM], 2%, -30%
> c1ccc(-c2csc(-n3cnnn3)n2)cc1
    -2%, -2%, 5%, -17%[38.3 µM], 1%, -4%, -8%
> COc1cc(NS(=O)(=O)c2ccc(NC(=O)C3CCCO3)cc2)nc(OC)n1 (stereo not drawn)
    2%, -14%, -3%, 26%[38.3 µM], 19%, -8%, -4%
> Cc1ccc(-n2c(-c3cnccn3)n[nH]c2=S)cc1
    11%, 2%, 2%, -1%, -12%, 14%, 4%
> Cc1onc(-c2ccccc2)c1C(=O)N1CCCN2C(=O)c3ccccc3C21 (stereo not drawn)
    2%[15.4 µM], -3%, -12%, x, -8%[10 µM], 0%, -9%[9.22 µM]
